Screening results: PubChem BioAssay, several laboratories
ERb coact inh: ER-beta (human) coactivator binding inhibition; AID 633; 86,000 tested, 1.3% active; inhibition, % at 25.6 µM; TR-FRET ER-beta LBD / SRC1-Cy5 peptide binding; receptor agonist-loaded with 1 µM estradiol;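 active = compounds whose percent inhibition of the receptor-coactivator binding signal exceeds about 50% in the single-dose screen, limit read from the data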;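 also: 0% = receptor plus peptide wells without compound and 100% = peptide-only wells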
Mac1 fbg enh: CD11b/CD18-fibrinogen binding enhancement | P05107+P11215 | K562 CD11b/CD18 adhesion to fibrinogen, ATPlite luminescence | activation, % at 10 µM | 93,000 tested, 0.07% active | AID 1499;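 active = 10 µM primary screen giving 50% or more activity, confirmed by 40% or more on retest at that dose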; also: strong numbers were not always called active; reference of the scale not given here
MT1-MMP txn act: activates MT1-MMP transcription; HT1080 MT1-MMP promoter luciferase reporter, luminescence, overnight; hits give high values; activation factor at 10 µM; 86,000 tested, 0.16% active; AID 750;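 active = activation factor of at least 2 for MT1-MMP transcription at 10 µM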
Smad3 FoxH1 inh: inhibitors of human Smad3 transcription factor binding. TR-FRET Smad3/Dy647-FoxH1 peptide binding, europium anti-His. inhibition, % at 25 µM. AID 630. 88,000 tested, 0.29% active;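 active = compounds that reduce the energy-transfer binding signal between the protein and its labelled peptide by more than half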;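 also: 0% = Smad3 plus labelled peptide maximal FRET and 100% = peptide-only background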
Target sequence (P84022 whole entry, looked up): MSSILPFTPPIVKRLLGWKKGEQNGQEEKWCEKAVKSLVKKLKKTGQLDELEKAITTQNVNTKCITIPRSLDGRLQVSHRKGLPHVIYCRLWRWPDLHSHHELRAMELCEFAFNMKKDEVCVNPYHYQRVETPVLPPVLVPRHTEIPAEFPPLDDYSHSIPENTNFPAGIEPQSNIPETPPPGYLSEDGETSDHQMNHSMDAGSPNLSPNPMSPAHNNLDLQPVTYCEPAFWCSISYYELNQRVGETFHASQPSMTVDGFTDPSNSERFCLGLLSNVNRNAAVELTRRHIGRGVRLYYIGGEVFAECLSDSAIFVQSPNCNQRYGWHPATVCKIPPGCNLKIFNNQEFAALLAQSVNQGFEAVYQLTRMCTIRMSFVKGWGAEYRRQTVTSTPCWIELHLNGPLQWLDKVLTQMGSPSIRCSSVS
CD11b adhes inh: inhibitors of human CD11b/CD18 binding to fibrinogen. P05107+P11215. K562 CD11b/CD18 adhesion to fibrinogen, ATPlite luminescence; Mn2+ added to activate the integrin. inhibition, % at 10 µM. 93,000 tested, 0.54% active;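 active = primary inhibition of 50% or more at 10 µM, then 40% or more on retest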; also: some results filed as inactive read as strong as hits
Calb biofilm kill: kills Candida albicans biofilms. C. albicans biofilm + clotrimazole, Alamar Blue. inhibition, % at 6 µM. 85,000 tested, 0.14% active. AID 834;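 active = inhibition above 20%; inactive = inhibition below 20%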;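 also: preformed 24 hr biofilms exposed to compound for 48 hr; 0% = biofilm without compound and 100% = blank killed by clotrimazole plus chlorhexidine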
sEH act: activators of human soluble epoxide hydrolase; P34913; purified human sEH enzymatic activity, activator screen; activation, % at 2 µM; 91,000 tested, 0.04% active; in the data active = activation above about 37%; also: values of inactives mirror those of a sister screen read the other way
Target sequence (P34913 whole entry, looked up): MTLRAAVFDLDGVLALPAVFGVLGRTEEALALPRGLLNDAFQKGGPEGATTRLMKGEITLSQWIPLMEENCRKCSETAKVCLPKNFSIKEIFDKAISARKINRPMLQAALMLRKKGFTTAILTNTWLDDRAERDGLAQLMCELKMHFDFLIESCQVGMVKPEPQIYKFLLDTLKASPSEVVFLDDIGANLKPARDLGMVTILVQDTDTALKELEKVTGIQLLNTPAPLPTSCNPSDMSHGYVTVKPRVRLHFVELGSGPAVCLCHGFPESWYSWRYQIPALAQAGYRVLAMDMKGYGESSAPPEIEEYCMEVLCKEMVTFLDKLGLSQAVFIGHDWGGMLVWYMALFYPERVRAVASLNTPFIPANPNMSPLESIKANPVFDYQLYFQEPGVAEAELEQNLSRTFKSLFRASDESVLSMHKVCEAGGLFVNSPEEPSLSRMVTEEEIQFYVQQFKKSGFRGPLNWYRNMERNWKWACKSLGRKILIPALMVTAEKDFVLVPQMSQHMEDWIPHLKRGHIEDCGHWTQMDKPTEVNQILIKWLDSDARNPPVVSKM
ERa coact pot: enhances coactivator binding to human estrogen receptor alpha; P03372; coactivator binding (% of control), % at 25.6 µM; AID 639; 86,000 tested, 1.3% active; TR-FRET ERalpha-LBD/SRC-Cy5 coactivator binding, 2 h; 100 = basal binding, no effect; in the data active = activity above about 200%;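 also: binding measured in presence of low estradiol as agonist stimulus; 0% = peptide alone without receptor and 100% = receptor with peptide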
sEH inhibitor: soluble epoxide hydrolase (human) inhibition. AID 707. 91,000 tested, 0.34% active. inhibition, % at 2 µM. recombinant human sEH enzymatic activity assay. P34913; in the data active = inhibition above about 80%; also: values of inactives mirror those of a sister screen read the other way; many of its hits are not listed in these tables
Active calls of the source: *; / = not tested or not shown; [ ] = another dose, or the depositor's remark. A portion of the library, so the mix of outcomes need not match the whole.

SMILES	ERb coact inh	Mac1 fbg enh	MT1-MMP txn act	Smad3 FoxH1 inh	CD11b adhes inh	Calb biofilm kill	sEH act	ERa coact pot	sEH inhibitor
CC(=O)[C@@]1(O)CC[C@H]2[C@@H]3C[C@H](C)C4=CC(=O)C=C[C@]4(C)[C@@]3(F)[C@@H](O)C[C@@]21C	-2	/	1.2	2	/	6	/	116	/
Cc1[nH]c2ccc(OC(=O)N3CCOCC3)cc2c1C(=O)OC(C)C	-10	-6	1	-3	23	6	0	102	0
Fc1ccc(CO/N=C/C2=C(Cl)c3ccccc3CC2)cc1	2	-3	/	6	4	8	-1	115	2
O=[N+]([O-])c1ccc(O)c(NC(=S)Nc2ccccc2)c1	6	-2	1.2	7	-6	-2	16	86	-17
CCN(CC)S(=O)(=O)c1ccc(S(=O)(=O)N2CCN(C(=O)c3ccco3)CC2)cc1	-4[fluorescence artefact?]	/	1.2	15	/	9	4	128[fluorescence artefact?]	-4
CCSc1nc(N2CCOCC2)c2c(c1C#N)CC(C)(C)N(C)C2	5	-3	1.1	13	5	3	6	101	-7
COc1cc(-c2noc(CCCC(=O)NCc3ccccc3)n2)cc(OC)c1OC	-5	-2	1.1	-8	10	3	-19	116	21
COc1ccc(CC(=O)OCN2C(=O)c3ccccc3C2=O)cc1	5[fluorescence artefact?]	-1	1.2	0	6	8	/	107	/
COc1cc(CNCCO)ccc1OC1CCCC1	-10	-1	1.1	5	-1	6	-4	105	3
CN1CCN(C2=Nc3ccccc3Oc3ccc(Cl)cc32)CC1	-1	/	1.2	-5	/	9	/	124	/
O=C(OCc1ccc(COC(=O)c2ccccn2)cc1)c1ccccn1	-12	4	1.1	4	3	-3	3	109	-5
O=C(CSc1ccc(Cl)cc1)Nc1ccccc1N1CCN(C(=O)c2ccccc2)CC1	/	-3	/	/	7	/	-13	/	12
COC(=O)c1ccc(CSc2nnc(CNC(=O)COc3ccc(Cl)cc3)o2)o1	0	-1	/	5	9	-1	-14	81	16
C=CCn1c(=O)c2ccccc2n2c(SCC(=O)c3ccccc3)nnc12	1	-7	1.1	-8[fluorescence artefact?]	0	-3	/	109	/
C=CCc1ccc(OCCCN2CCCC(C)C2)c(OC)c1 (stereo unspecified)	-5	4	1.2	-8	5	8	4	111	-6
CC(C)Cn1cc(C(=O)NC2CCN(Cc3ccccc3)CC2)c2c3ccccc3n(C)c2c1=O	/	3	/	/	-2	/	8	/	-8
S=c1nc(-c2ccccc2)[nH]n1-c1ccccc1	-13	/	1.1	8	/	-3	6	121	-7
NCCCC(=O)N1c2ccccc2Sc2ccccc21	-10	8	1.1	10	-5	4	/	110	/
CN(C)/C=C1\C(=O)c2ccc(N(C)C)nc2CC1c1ccccc1 (stereo unspecified)	7	/	0.9	5	/	3	/	109	/
O=P(O)(CN1CCCCC1)CN1CCCCC1	-3	-1	1.2	-1	1	2	/	114	/
C=CCn1c(SCc2ccccc2)nc(O)cc1=O	2	1	1	11	-10	9	10	132[fluorescence artefact?]	-9
CCOC(=O)c1c(C)c(C#N)c2c3ccccc3ccn12	/	-3	/	/	4	/	-4	/	6
CCc1ccc(C2CC(=O)N3CN(c4ccccc4)CSC3=C2C#N)cc1 (stereo unspecified)	-5	-3	1.1	6	6	0	15	84	-17
CCOC(=O)CSc1nc2ccccc2c(=O)n1CC1CCC(C(=O)NCc2ccco2)CC1 (stereo unspecified)	1	/	1.4	13	/	-3	-82	104	82*
Cc1ccccc1-c1nnc(-c2ccccc2)o1	-7	3	1.4	-7	10	3	/	121	/
Additional results.
SMILES	ERb coact inh	Mac1 fbg enh	MT1-MMP txn act	Smad3 FoxH1 inh	CD11b adhes inh	Calb biofilm kill	sEH act	ERa coact pot	sEH inhibitor
Cc1cc(C)n(/N=C\c2c(O)ccc3ccccc23)c(=O)c1C(N)=O	-9	-5	1.1	5	-1	3	15	100[fluorescence artefact?]	-16
CC(C)CNC(=S)NNC(=O)c1ccc(OC(F)F)cc1	/	-7	/	/	8	/	-8	/	8
CCOc1cc(C2NC(=O)N(C)C(C)=C2C(=O)OC)cc(Br)c1O (stereo unspecified)	17[fluorescence artefact?]	0	1.2	-12	23	5	12	90[fluorescence artefact?]	-12
CCCC(=O)c1ccc(-c2ccccc2)cc1	/	2	/	/	-5	/	-11	/	9
CN1CCN(C(=O)c2ccc(CS(=O)(=O)c3c(Cl)cccc3Cl)o2)CC1	1	/	1.1	-4	/	6	7	113	-7
Cc1ccccc1CSc1nnc(C)c(=O)[nH]1	-14[fluorescence artefact?]	0	1	5	9	4	0	89	0
Cc1cc(C)n(CC(=O)O)n1	3	/	1	2	/	11	-19	118	21
N#Cc1cc2c(nc1SCc1ccccc1)CCC2	59*[fluorescence artefact?]	/	1	52*[fluorescence artefact?]	/	4	11	283*[fluorescence artefact?]	-7
CN(C)C(=O)c1cn(-c2ccccc2)nc1-c1cccs1	-13	-5	1.1	8	-4	-4	11	115	-14
COc1ccc(C2N(C(=O)c3ccccc3)CCN2C(=O)c2ccccc2)cc1	-10	-3	1	1	-27	6	5	106	-2
FC(F)(F)c1ccc2c(c1)nc1n2CCCC1	-12	-3	1.1	8	8	5	7	123	-7
Cc1ccc(N2OC3C(=O)NC(=O)C3C2c2ccco2)cc1 (stereo unspecified)	-4	-2	1	7	10	0	/	112	/
Cn1cccc1/C=N/NC(=O)c1sc2ccccc2c1Cl	/	-3	/	/	-10	/	0	/	2
Cc1onc(-c2ccccc2Cl)c1C(=O)N1CCCc2ccccc21	-7	-3	1.1	0	4	4	-5	103[fluorescence artefact?]	6
CCOc1ccc(N2C(=O)NC(Cc3c[nH]c4ccccc34)C2=O)cc1 (stereo unspecified)	-12[fluorescence artefact?]	0	1.2	-7	-29	-3	26	95	-28
Cc1cccn2c(=O)c3cc(C(=O)N4CCc5ccccc5C4)n(C)c3nc12	7	/	1.3	-2	/	5	/	133	/
O=C(O)c1ccc2c(c1)nnn2C1CCCCC1	4	-2	1.1	-7	2	-6	-14	120	14
COc1ccc(NS(=O)(=O)c2cccc3cccnc23)cc1	-27	/	1	-16	/	4	-1	111	6
CC1(C)CC(=O)C2=C(C1)Nc1cc3c(cc1C2c1ccc2c(c1)OCO2)OCO3 (stereo unspecified)	9	-2	/	-11	0	10	/	95[fluorescence artefact?]	/
O=C(CSc1n[nH]c(-c2cccs2)n1)N1CCCc2ccccc21	-4	/	1.1	-7	/	3	/	95	/
CCCC(c1nnnn1CCC(C)C)N1CCC(C(N)=O)CC1 (stereo unspecified)	/	-3	1	/	-6	/	18	/	-17
CCc1ccc(-n2c(SCC(=O)Nc3cc(C)[nH]n3)nc3[nH]ncc3c2=O)cc1	-1	-3	1.6	-5	-16	2	-4	108	5
COc1ccc(-c2cc(=O)oc3c(C)c(O)c(CN(C)C)cc23)cc1	17	4	1.1	5	16	5	3	100	-7
COc1cccc(C(=O)Nc2ccc(NC(=O)C3CC3)cn2)c1	-6	4	1.5	8	-3	2	8	106[fluorescence artefact?]	-8
CCc1cc(=O)oc2cc(C)cc(OC(=O)c3ccco3)c12	-2	1	1	-10	11	3	-10	102[fluorescence artefact?]	12

Part of the list above, as labelled records.
CC1(C)CC(=O)C2=C(C1)Nc1cc3c(cc1C2c1ccc2c(c1)OCO2)OCO3 (stereo unspecified)
  ERb coact inh: 9 | Mac1 fbg enh: -2 | MT1-MMP txn act: / | Smad3 FoxH1 inh: -11 | CD11b adhes inh: 0 | Calb biofilm kill: 10 | sEH act: / | ERa coact pot: 95[fluorescence artefact?] | sEH inhibitor: /

Cc1cc(C)n(/N=C\c2c(O)ccc3ccccc23)c(=O)c1C(N)=O
  ERb coact inh: -9 | Mac1 fbg enh: -5 | MT1-MMP txn act: 1.1 | Smad3 FoxH1 inh: 5 | CD11b adhes inh: -1 | Calb biofilm kill: 3 | sEH act: 15 | ERa coact pot: 100[fluorescence artefact?] | sEH inhibitor: -16

Marked active in ERa coact pot (from the list above):
Structure | ERb coact inh | Mac1 fbg enh | MT1-MMP txn act | Smad3 FoxH1 inh | CD11b adhes inh | sEH act | ERa coact pot | sEH inhibitor
N#Cc1cc2c(nc1SCc1ccccc1)CCC2 | 59*[fluorescence artefact?] | / | 1 | 52*[fluorescence artefact?] | / | 11 | 283*[fluorescence artefact?] | -7

Continued:
SMILES	ERb coact inh	Mac1 fbg enh	MT1-MMP txn act	Smad3 FoxH1 inh	CD11b adhes inh	Calb biofilm kill	sEH act	ERa coact pot	sEH inhibitor
Cc1ccc(CN(Cc2cc3cccc(C)c3[nH]c2=O)C(=O)N(C)C)cc1	-2[fluorescence artefact?]	-1	1	-10	4	1	/	99	/
CCn1c(SCC(=O)N2CCN(c3ccc(Cl)cc3)CC2)nc2ccccc2c1=O	-9	6	1.4	-7	2	4	-9	107	7
Cc1ccccc1S(=O)(=O)Cc1ccc(C(=O)NC(C)c2ccc3c(c2)OCCO3)o1 (stereo unspecified)	1	2	/	1	2	11	-20	121	18
Cc1nc2cc(C(=O)O)ccc2s1	0	2	1.9	1	5	/	-9	116	9
Cn1nnnc1SCC(=O)NC1CCCCC1	4	-1	1	2	-1	3	9	105	-10
CCOc1nc(-c2ccccc2)ccc1-c1noc(COc2ccccc2)n1	-4	-2	1.2	7	-4	-4	/	117	/
O=S(=O)(Nc1ccn(-c2ccccc2)n1)c1ccc(Br)cc1	-3	1	1.2	-2	21	5	8	110	-9
CC1CCCN(Cc2cnc(Cl)s2)C1 (stereo unspecified)	/	-2	/	/	-6	/	19	/	-16
O=C(CCCn1c(SCC(=O)NCC2CCCO2)nc2ccccc2c1=O)NCC1CCCO1 (stereo unspecified)	-13	-3	1.2	1	-9	4	1	103	-1
CCC(C)NC(=O)Cn1cc2c(n1)CCC(C)C2 (stereo unspecified)	7	-7	1.2	-3	-4	6	4	131	-5
COc1ccc(CC(=O)OCC(=O)NC(=O)NC(C)C)cc1	/	-5	/	/	-1	/	-6	/	7
Cc1ccc(-n2c(SCC(=O)NCc3ccco3)nnc2-c2cccnc2)cc1	-11	/	1.2	8	/	2	-2	115	2
CCOC(=O)C(NC(C)=O)(OCc1ccc(F)cc1)C(F)(F)F (stereo unspecified)	-4[fluorescence artefact?]	2	1.1	6	-8	-4	8	110[fluorescence artefact?]	-7
C=CCSc1ncccc1C(=O)NCc1ccc(C)cc1	-7	5	1.2	1	4	6	4	110	0
Cn1c(/C(C#N)=C/C2CC=CCC2)nc2ccccc21 (stereo unspecified)	-1	-1	1.2	7	-24	4	-6	93[fluorescence artefact?]	5
N#C/C(=C\c1ccc(Cl)cc1Cl)c1n[nH]c(Cn2cncn2)n1	-6	-3	/	3	3	-5	17	94	-15
Cc1cc2c(OCC(O)CNC(C)(C)C)cccc2[nH]1 (stereo unspecified)	5	2	1.2	23	-3	5	7	85[fluorescence artefact?]	-4
CC(C)(C)c1csc(SCC(=O)Nc2ccc(Cl)cn2)n1	-1	/	1.2	16	/	7	-2	95	1
CC(=O)CC(=O)Nc1ccccc1NC(C)=O	0	6	1	1	-40	6	-4	122	4
CC1=C(C(=O)OCC2CCCO2)C(c2ccncc2)C2=C(CCCC2=O)N1 (stereo unspecified)	/	-3	1	/	-5	/	6	/	-4
Cc1cc(C(F)(F)F)n(-c2nc(C(=O)Nc3ccccc3Oc3ccccc3)cs2)n1	/	-3	/	/	0	/	7	/	-8
CC(OC(=O)c1cc[n+]([O-])cc1)C(=O)Nc1ccc(Cl)cn1 (stereo unspecified)	-5	2	1	5	-2	1	/	134[fluorescence artefact?]	/
COc1ccc(C2C3=C(CC(C)(C)CC3=O)Oc3ncn(CC(C)C)c(=N)c32)cc1 (stereo unspecified)	-8	/	1.1	4[fluorescence artefact?]	/	6	1	92	-1
C=CCN1C(=NC(=O)CCCC(=O)O)SC2CS(=O)(=O)CC21 (stereo unspecified)	-4	0	1.2	-5	-5	5	-2	119	5
Cc1ccc2cc3c(NC(=O)c4cccnc4)nn(C)c3nc2c1	3[fluorescence artefact?]	-5	1	5	-27	3	/	98[fluorescence artefact?]	/
O=C(O)CCC(NC(=O)OCc1ccccc1)C(=O)O (stereo unspecified)	3	-1	0.9	6	24	1	-5	104	4
